# KCNQ1 inh: inhibitors of human KCNQ1 channel, primary screen, cell-based, thallium flux, high-throughput; actives 1.3% (n = 310,000); AID 2642, 2010; CHO-K1 KCNQ1, FluxOR thallium flux fluorescence; stronger effect = higher value; B-score at 10 µM;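 active = compounds whose thallium flux B-score, printed positive for inhibition, exceeds three library SD while starting fluorescence stays within three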;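 note: channel opened by potassium depolarization with thallium stimulus after 20 min compound exposure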
# Target sequence (P51787 whole entry, looked up): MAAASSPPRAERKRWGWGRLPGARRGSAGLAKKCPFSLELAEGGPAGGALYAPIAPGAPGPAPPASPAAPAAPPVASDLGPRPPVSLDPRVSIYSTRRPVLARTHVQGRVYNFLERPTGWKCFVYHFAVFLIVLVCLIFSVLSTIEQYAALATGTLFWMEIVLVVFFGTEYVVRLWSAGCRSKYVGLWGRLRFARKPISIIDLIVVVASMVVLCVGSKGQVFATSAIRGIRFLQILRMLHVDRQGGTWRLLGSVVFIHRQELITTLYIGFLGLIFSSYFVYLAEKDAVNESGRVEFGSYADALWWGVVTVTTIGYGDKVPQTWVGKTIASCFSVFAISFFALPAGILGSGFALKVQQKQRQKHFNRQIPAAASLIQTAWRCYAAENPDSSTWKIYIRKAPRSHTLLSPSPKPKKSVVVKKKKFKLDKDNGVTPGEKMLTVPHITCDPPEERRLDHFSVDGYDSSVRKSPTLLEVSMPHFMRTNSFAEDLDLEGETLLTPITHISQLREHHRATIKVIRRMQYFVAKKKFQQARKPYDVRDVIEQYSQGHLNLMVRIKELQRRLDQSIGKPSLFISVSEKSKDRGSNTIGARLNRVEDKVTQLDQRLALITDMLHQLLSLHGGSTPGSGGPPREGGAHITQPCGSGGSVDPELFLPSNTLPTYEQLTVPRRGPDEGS
# TMEM16A act: TMEM16A chloride channel activators or potentiators, primary screen, cell-based, HTS; Anoctamin-1 (Mus musculus), Q8BHY3; HEK293 TMEM16A/YFP-H148Q/I152L, iodide quench fluorescence; stronger effect = lower value; B-score at 10 µM; actives 0.3% (n = 340,000); AID 623877, 2012;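 active = fluorescence-ratio B-score plate-corrected deviation score at least 3 library SD below zero, with starting fluorescence score within 5 deviations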;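 note: channel opened by trigger with iodide after compound preincubation; score built on the fluorescence ratio of max minus min over baseline; more negative score means more quench and so TMEM16A activation or potentiation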
# MrgX1 ag: agonists of human MrgX1 receptor, primary screen, HEK293 cells, Fluo-4 calcium flux. Mas-related G-protein coupled receptor member X1 (Homo sapiens), Q96LB2. Fluo-4 calcium fluorescence, agonist mode; stronger effect = higher value. B-score at 10 µM. actives 0.44% (n = 310,000). AID 588627, 2011;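 active = calcium response B-score plate-corrected fluorescence ratio at least 3 library SD, with starting fluorescence B-score inside 5 SD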
# Target sequence (Q96LB2 whole entry, looked up): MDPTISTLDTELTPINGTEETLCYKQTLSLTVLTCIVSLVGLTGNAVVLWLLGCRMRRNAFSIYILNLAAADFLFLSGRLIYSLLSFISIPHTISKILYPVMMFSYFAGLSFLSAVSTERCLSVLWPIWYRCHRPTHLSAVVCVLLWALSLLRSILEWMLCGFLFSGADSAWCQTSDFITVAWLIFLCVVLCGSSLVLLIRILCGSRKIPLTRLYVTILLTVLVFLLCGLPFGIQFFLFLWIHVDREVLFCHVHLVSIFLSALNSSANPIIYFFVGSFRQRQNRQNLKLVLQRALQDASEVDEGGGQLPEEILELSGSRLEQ
#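 Test system: HEK293 cells stably expressing human MrgX1 receptor; amount: 15,000 cells per well; doses: compound delivered in addition one of three; times: overnight plating before 1 h dye loading; detection: Fluo-4 NW calcium-flux fluorescence, kinetic read; read-out basis: B-scored fluorescence response ratio; controls: positive and negative controls per plate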
# MrgX1 allo act: positive allosteric modulators of MrgX1, primary screen, HEK293 cells, Fluo-4 calcium flux; Mas-related G-protein coupled receptor member X1 (Homo sapiens), Q96LB2; FDSS; stronger effect = higher value; B-score at 10 µM; actives 0.63% (n = 310,000); AID 588675, 2011;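 active = plate-corrected calcium response at least 3 library SD above typical, normal starting fluorescence, not activating the receptor alone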;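 note: compound read alongside a low EC10 to EC30 dose of BAM8-22 agonist; peak minus trough fluorescence over baseline measured at the second addition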
# KCNK9 block: KCNK9 potassium channel inhibitors, primary screen, HEK293 cells, thallium flux | Potassium channel subfamily K member 9 (Homo sapiens), Q9NPC2 | FluxOR thallium flux fluorescence; stronger effect = lower value | B-score at 10 µM | actives 1.2% (n = 310,000) | AID 488922, 2010;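 active = ratio B-score over 3 SD below the library mean, with starting fluorescence within 5 SD of its mean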;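 note: negative B-score means less thallium flux so channel inhibition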
# ANO1 block: TMEM16A chloride channel inhibitors, primary screen, cell-based, HTS | Anoctamin-1 (Mus musculus), Q8BHY3 | HEK293 TMEM16A/YFP iodide influx fluorescence, ionomycin | normalized B-score (activity score, 25-100; higher = stronger inhibition) at 10 µM | actives 1.2% (n = 310,000) | AID 588511, 2011;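 active = ratio plate-corrected score three or more library SD toward inhibition, starting fluorescence score within five deviations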;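 note: score derived from kinetic fluorescence span divided by baseline fluorescence per well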
# RGS4 block: RGS4 inhibitors, primary screen, cell-based, HEK293 M3R inducible RGS4, calcium flux; Fluo-4 calcium flux; stronger effect = higher value; triggered by carbachol at its EC20; B-score at 10 µM; actives 0.45% (n = 310,000);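 active = B-score, a plate-corrected calcium signal, over three deviations above library mean, with baseline fluorescence within five deviations of library mean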;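 note: RGS4 expression induced by doxycycline in cells with stable M3 receptor; B-score is computed from the integrated fluorescence ratio over baseline after carbachol; higher B-score means a larger calcium signal and so more RGS4 inhibition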
# KCNK3 block: human KCNK3 channel inhibitors, primary screen, CHO cells, FluxOR thallium flux, B-score; Potassium channel subfamily K member 3 (Homo sapiens), O14649; FluxOR fluorescence; stronger effect = lower value; B-score at 10 µM; actives 0.84% (n = 340,000); AID 602410, 2012;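 active = B-score under library mean minus 4 SD, starting fluorescence ratio at most library mean plus 5 SD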;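 note: more negative B-score means stronger inhibition of thallium flux through KCNK3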
# KCNQ1 pot: potentiators or activators of KCNQ1 channel, primary screen, cell-based, thallium flux, high-throughput. B-score at 10 µM. actives 0.35% (n = 310,000). CHO-K1 KCNQ1, thallium flux FluxOR fluorescence; stronger effect = higher value;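 active = fluorescence ratio B-score, a plate-corrected score, at least three library SD, with initial intensity B-score within 5 SD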
#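 assay system = CHO-K1 cells stably expressing KCNQ1 | medium = assay buffer, equal DMSO in all wells | timing = 37 °C overnight plating, 90-min dark dye load, 20-min compound pretreatment | measured by = kinetic FluxOR thallium fluorescence, 10-s 1-Hz baseline, 110-s post-stimulus read | measure = fluorescence change relative to baseline, converted to B score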
# hERG rescue: hERG rescue from dofetilide block, primary screen, cell-based, CHO-hERG, FluxOR thallium flux, dofetilide IC70; dofetilide IC70 present; activation (rescue from dofetilide block), less the hit threshold, % at 10 µM; actives 0.51% (n = 310,000);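 active = activation above the mean of controls blocked by dofetilide plus 5 SD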;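 note: thallium influx through hERG after potassium depolarization seen as dye fluorescence rise; in these data hits start at about 4.7%; inactives centre near -7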
# RGS4 pot: RGS4 potentiators or activators, primary screen, cell-based, HEK293 M3R inducible RGS4, calcium flux. actives 0.92% (n = 310,000). B-score at 10 µM. AID 463111, 2010. carbachol calcium flux Fluo4; stronger effect = lower value;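 active = B-score of the integrated calcium signal more than 4 SD below the library mean, with starting fluorescence not abnormally high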;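 note: negative B-score means reduced calcium response which marks RGS4 activation or potentiation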
#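 Reagent: ECmax carbachol challenge; Test system: M3R-expressing HEK293 line, RGS4 induced by doxycycline; Schedule: overnight RGS4 induction, 30 min dye load 37 °C, 20 min compound RT; Detection: calcium dye Fluo4 fluorescence; Read-out: Agonist-evoked peak-minus-minimum fluorescence over baseline, integrated ratio, B score.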
# Active calls of the source: *; i = inactive; · = no result given.
SMILES,KCNQ1 inh,TMEM16A act,MrgX1 ag,MrgX1 allo act,KCNK9 block,ANO1 block,RGS4 block,KCNK3 block,KCNQ1 pot,hERG rescue,RGS4 pot
O=C(C1=C(c2ccccc2)C(=O)c2ccccc2C1=O)c1ccccc1,i,i,·,·,i,·,i,i,i,-12,i
O=C(CN1CCN(c2ccccc2)CC1)N1CCc2ccccc21,i,i,i,i,i,i,i,i,i,-3,i
O=C(COC(=O)c1ccccc1NC(=O)c1ccco1)NCc1ccc2c(c1)OCO2,i,i,i,i,i,i,i,i,i,-5,i
N#Cc1ncc(C(F)(F)F)cc1Sc1ccccc1N,i,i,i,i,i,i,i,i,i,-8,i
O=C1COc2ccc(-c3csc(NCC4CCCO4)n3)cc2N1 (centres undefined),i,i,i,i,i,i,i,i,i,-6,i
CC1CCCN(C(=S)NC2CCCC2)C1 (centres undefined),i,i,i,i,i,i,i,i,i,-6,i
COC(=O)c1sccc1NC(=O)C1CC2CCC1C2 (centres undefined),i,i,i,i,i,i,i,i,i,-13,i
O=C1CC(c2cc(F)ccc2F)c2cc3c(cc2N1)CCC3 (centres undefined),i,i,i,i,i,i,i,i,i,-8,i
CCn1c(C)nc2cc(C(=O)NNC(=S)Nc3ccc(Cl)cc3)ccc21,i,i,i,i,i,i,i,i,i,-12,i
CC(=O)Nc1ccc(NC(=O)Nc2ccccc2C)cc1,i,i,i,i,i,i,i,i,i,-12,i
CCSc1cc(N2CCCC2)nc(-c2cccc(C)c2)n1,i,i,i,i,i,i,i,i,i,-6,i
COC(=O)CSC1=C(C#N)C(c2ccsc2)CC(=O)N1 (centres undefined),i,i,i,i,i,i,i,i,i,-3,i
CC(NC(=O)Cc1cccs1)c1ccc2c(c1)OCO2 (centres undefined),i,i,i,i,i,i,i,i,i,-12,i
O=C(CCN1C(=O)COc2ccccc21)NCCC1=CCCCC1,i,i,i,i,i,i,i,i,i,-9,i
COc1ccccc1/C=N/NC(=O)CC(=O)Nc1ccc(Cl)c(Cl)c1,i,i,i,i,i,i,i,i,i,-14,i
COc1ccc(CNC(=O)CN(Cc2ccc(F)cc2)C(=O)CCC(=O)Nc2nccs2)cc1,i,i,i,i,i,i,i,i,i,-14,i
CC(=O)Nc1ccc(S(=O)(=O)NCc2nc(-c3ccc(C)cc3)no2)cc1,i,i,i,i,i,i,i,i,i,-14,i
O=C(OCC(=O)c1cccs1)c1cccc(C(=O)OCC(=O)c2cccs2)n1,i,i,i,i,i,i,i,i,i,-7,i
CCCCNC(=O)O/N=C(\N)CS(=O)(=O)C(C)(C)C,i,i,i,i,i,i,i,i,i,-6,i
Cc1ccc(N2CCN(/N=C/c3ccccc3)CC2)cc1,i,i,i,i,i,i,i,i,i,-3,i
COc1ccccc1CNC(=O)/C=C/c1cc2c(cc1Br)OCO2,i,i,i,i,i,i,i,i,i,-9,i
Cc1ccc(C)c(S(=O)(=O)Nc2ccc(C(=O)NCCc3ccccn3)cc2)c1,i,i,i,i,i,i,i,i,i,-10,i
COc1ccc(OC)c(-c2cc(C(=O)Nc3ccccc3C(N)=O)c3ccccc3n2)c1,i,i,i,i,i,i,i,-9.3*,i,-18,i
CC(=O)O/N=C/c1c(Cl)n(C)c2ccccc12,i,i,i,i,i,i,i,i,i,-3,i
O=C(NCCO)c1ccc2c(c1)S(=O)(=O)c1ccccc1C2=O,i,i,i,i,i,i,i,i,i,-7,i
COc1ccc(OC)c(S(=O)(=O)N2CCCC(N3CCN(c4ccccc4)CC3)C2)c1 (centres undefined),i,i,i,i,i,i,i,i,i,-6,i
CCn1nnc2cc(C(=O)NCC(c3ccccc3OC)N(C)C)ccc21 (centres undefined),i,i,i,i,i,i,i,i,i,-7,i
CC(C)(C)c1ccc(C(=O)NC(=S)NCc2cccnc2)cc1,i,i,i,i,i,i,i,i,i,-12,i
O=C(C1=C(O)C(=O)N(CC2CCCO2)C1c1ccccc1)c1ccco1 (centres undefined),i,i,i,i,i,i,i,i,i,-6,i
COc1cccc(CCNC(=O)CC2C(=O)NCCN2Cc2ccc(Cl)c(F)c2)c1 (centres undefined),i,i,i,i,i,i,i,i,i,-3,i
COc1ccc(NC(=S)N2CCC(NC(=O)C3CCCCC3)CC2)cc1,i,i,i,i,i,i,i,i,i,-1,i
COc1cccc(C(=O)/C=C/Nc2cccc(O)c2)c1,i,i,i,i,i,i,i,i,i,-25,i
CSCC[C@H](NC(=O)OC(C)(C)C)C(=O)N1CCC(C(=O)N[C@H](C(=O)O)C(C)C)CC1,i,i,i,i,i,i,i,i,i,-4,i
OCCSc1nnc(Nc2ccccc2)s1,i,i,i,i,i,i,i,i,i,-7,i
Cc1cc(NC(=O)CCN2C(=O)C3C4C=CC(C4)C3C2=O)ccc1Br (centres undefined),i,i,i,i,i,i,i,i,i,-19,i
CCCCc1nnc(NC(=O)CSc2nc(=O)cc(N)n2-c2ccccc2)s1,i,i,i,i,i,i,i,i,i,-10,i
O=C(CSc1nncn1-c1ccccc1)Nc1c(F)cccc1F,i,i,i,i,i,i,i,i,i,-2,i
Cn1c2ccccc2c2cc(C(=O)N3CCOCC3)sc21,i,i,i,i,i,i,i,i,i,-13,i
Cc1cc(=O)[nH]c(SCc2cc(=O)n3nc(C)sc3n2)n1,i,i,i,i,i,i,i,i,i,-13,i
CCC(C(=O)Nc1nccs1)c1ccccc1 (centres undefined),i,i,i,i,i,i,i,i,i,-10,i

# Entries above printed as active in KCNK3 block:
mol,KCNQ1 inh,TMEM16A act,MrgX1 ag,KCNK9 block,RGS4 block,KCNK3 block,KCNQ1 pot
COc1ccc(OC)c(-c2cc(C(=O)Nc3ccccc3C(N)=O)c3ccccc3n2)c1,i,i,i,i,i,-9.3*,i

# (listing goes on)
SMILES,KCNQ1 inh,TMEM16A act,MrgX1 ag,MrgX1 allo act,KCNK9 block,ANO1 block,RGS4 block,KCNK3 block,KCNQ1 pot,hERG rescue,RGS4 pot
Cc1nc(-c2ccccc2)sc1C(=O)/C=C/c1ccccc1,i,i,i,i,i,i,12*,i,i,-4,i
Cc1ccc(Cn2c(=N)c(C#N)cc3c(=O)n4cccc(C)c4nc32)cc1,i,·,i,i,i,i,i,·,i,-6,i
COc1ccccc1N1C(N)=NC(N)=NC1(C)C,i,i,i,i,i,i,i,i,i,-11,i
Cn1cccc1CC(=O)NNC(=O)Nc1ccc(F)cc1,i,i,i,i,i,i,i,i,i,-5,i
O=C(CNC(=O)c1ccc(Br)o1)NCCc1ccc(F)cc1,i,i,i,i,i,i,i,i,i,1,i
Nc1ccc(-n2nncc2-c2ccc(Cl)cc2)cc1,i,i,i,i,i,i,i,i,i,-9,i
COc1ccc(S(=O)(=O)N2CCC(C(=O)Nc3c(F)cccc3F)CC2)cc1,i,i,i,i,i,i,i,i,i,-11,i
COc1ccccc1C(=O)N(Cc1ccco1)C1CCS(=O)(=O)C1 (centres undefined),i,i,i,i,i,i,i,i,i,-6,i
CCC(C)(C)n1nnnc1C(c1ccccc1)N1CCN(Cc2ccccc2)CC1 (centres undefined),i,i,i,i,i,i,i,i,i,-8,i
Cc1cccc(C(=O)N2CCN(C(=O)c3cccc(C)c3)C(C)C2)c1 (centres undefined),·,i,i,i,·,i,·,i,·,·,·
O=C1c2ccccc2C(=O)N1CCSc1ccccc1,i,i,i,i,i,i,i,i,i,-12,i
COc1ccc(N(Cc2cc3cccc(C)c3[nH]c2=O)C(=O)C2CCCO2)cc1 (centres undefined),i,i,i,i,i,i,i,i,i,-9,i
COc1ccccc1OCc1csc(NC(=O)c2ccco2)n1,i,i,i,i,i,i,i,i,i,-13,i
O=C(NC1CCCCCC1)c1cc(S(=O)(=O)N2CCOCC2)ccc1F,i,i,i,i,i,i,i,i,i,-7,i
Cc1cc(OC(=O)c2ccc(Cl)cc2)cc(=O)n1C,i,i,i,i,i,i,i,i,i,-10,i
CCc1cc2c(SCC(=O)Nc3cc(C)on3)ncnc2s1,i,i,i,i,i,i,i,i,i,-20,i
COC(=O)C1=CN(Cc2ccc(C)cc2)C=C(C(=O)OC)C1c1ccc(F)c(F)c1,i,i,i,i,-11*,i,i,i,i,-10,i
CCOCCCNC(=O)c1cccc(NC(=O)C2=C(C)OCCS2)c1,i,i,i,i,i,i,i,i,i,-5,i
CCOc1ncccc1C(=O)Nc1cccc(-c2nc3cccnc3s2)c1,i,i,i,i,-10*,i,i,-9.6*,i,-11,i
O=CNC(n1cnc2c(N3CCOCC3)ncnc21)C(Cl)(Cl)Cl (centres undefined),i,-7.2*,i,i,i,i,i,i,i,0,i
Cc1cc(OCC(=O)c2ccc(C(F)(F)F)cc2)n2cnnc2n1,i,i,i,i,i,i,i,i,i,-2,i
CCOC(=O)CSc1nc(N)c(C#N)c(-c2ccc(OC)cc2)c1C#N,i,i,i,i,i,i,i,i,i,2,i
O=C(Nc1ccc(S(=O)(=O)Nc2nccs2)cc1)c1ccc(F)c(S(=O)(=O)N2CCOCC2)c1,i,i,i,i,i,i,i,i,i,-12,i
COC(=O)c1ccsc1NC(=O)CN1C(=O)CCC1=O,i,i,i,i,i,i,i,i,i,-11,i
O=C(O)CSCC(=O)Nc1ccc(Cl)cc1C(F)(F)F,i,i,i,i,i,i,i,i,i,-5,i
COc1ccc2c(C(=O)CN3CCSCC3)c[nH]c2c1,i,i,i,i,i,i,i,i,i,-4,i

# The order is random; overall some 6.3% were active at least once.
